POLK inh – blocks human DNA polymerase kappa activity; Q9UBT6; purified Pol kappa, fluorescent DNA synthesis assay, 10 min; Potency, µM (series often up to 107 µM), for the others: at the highest dose activity, negative = inhibition, most hits filed as inhibitors; hit rate 0.53% among 400,000; note: potency is the fitted concentration of half-maximal effect; % is set by controls: 0 for no effect and ±100 for the full control effect
Target sequence (Q9UBT6 whole entry, looked up): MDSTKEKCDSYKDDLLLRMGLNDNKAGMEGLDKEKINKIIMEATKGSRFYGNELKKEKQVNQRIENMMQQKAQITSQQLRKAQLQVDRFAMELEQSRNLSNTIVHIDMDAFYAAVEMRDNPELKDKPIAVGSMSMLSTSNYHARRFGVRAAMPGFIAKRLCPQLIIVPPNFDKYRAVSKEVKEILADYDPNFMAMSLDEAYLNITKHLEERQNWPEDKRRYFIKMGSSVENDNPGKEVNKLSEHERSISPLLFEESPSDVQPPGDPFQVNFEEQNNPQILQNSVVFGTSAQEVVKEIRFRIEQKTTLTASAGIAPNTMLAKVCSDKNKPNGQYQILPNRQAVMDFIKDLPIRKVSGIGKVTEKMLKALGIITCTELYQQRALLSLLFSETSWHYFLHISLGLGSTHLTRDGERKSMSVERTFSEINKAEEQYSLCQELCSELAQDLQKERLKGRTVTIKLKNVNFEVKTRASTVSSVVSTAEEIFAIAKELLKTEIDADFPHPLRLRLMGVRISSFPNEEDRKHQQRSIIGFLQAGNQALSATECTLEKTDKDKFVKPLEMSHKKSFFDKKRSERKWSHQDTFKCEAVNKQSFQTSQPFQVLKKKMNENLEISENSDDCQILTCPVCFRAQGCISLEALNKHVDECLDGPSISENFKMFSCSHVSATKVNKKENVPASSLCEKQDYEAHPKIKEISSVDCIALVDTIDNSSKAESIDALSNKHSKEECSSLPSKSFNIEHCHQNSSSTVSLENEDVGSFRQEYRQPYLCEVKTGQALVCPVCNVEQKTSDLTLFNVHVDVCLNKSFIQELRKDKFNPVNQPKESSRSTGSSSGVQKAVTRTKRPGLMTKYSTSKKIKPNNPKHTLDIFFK
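Fluorescent qHTS in 1536-well format: enzyme (10 nM) and compound sat 15 min at room temperature before 50 nM substrate (final) was added. Signal taken at 0 and 10 min; no-enzyme buffer wells were negative controls.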
Pol iota inh – inhibitors of human DNA polymerase iota. Q9UNA4. Pol iota fluorescent replication assay, 10 min. Potency, µM (top dose mostly 115 µM), for inactives: at the highest dose activity, negative = inhibition, actives largely listed as inhibitors. hit rate 1% among 390,000. AID 588590; note: potency is the fitted concentration of half-maximal effect
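Pol iota at 10 nM preincubated 15 min with compounds at room temperature; reaction started with fluorescent substrate, 50 nM final. Fluorescence read kinetically at 0 and 10 min; buffer-only wells as negative control.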
TRHR agonist – agonists of human TRH receptor; P34981; TRHR cells, calcium flux fluo-8, FDSS agonist mode; activation, % at 2 µM; hit rate 0.18% among 360,000; AID 493084; in the data active = activation above about 30%; note: 0% is about no effect
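In this calcium-flux screen, cells bearing human TRHR are dye-loaded with fluo-8, baselined for 10 cycles, then exposed to library compounds; positive kinetic calcium responses during the agonist phase mark hits, with TRH as control.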
Apoferritin bind – candidate novel general anesthetic via apoferritin binding. Potency, µM (top dose mostly 77.5 µM), for the others: top-dose activity change, negative = displacement, hits mostly inhibitors. hit rate 0.074% among 350,000. P02791. apoferritin/1-aminoanthracene competitive binding, fluorescence; note: potency is the fitted concentration of half-maximal effect; % is set by controls: 0 for no effect and ±100 for the full control effect; nearly all actives have a fitted effect of over 20% in size
Target sequence (P02791 2-175 limits assumed): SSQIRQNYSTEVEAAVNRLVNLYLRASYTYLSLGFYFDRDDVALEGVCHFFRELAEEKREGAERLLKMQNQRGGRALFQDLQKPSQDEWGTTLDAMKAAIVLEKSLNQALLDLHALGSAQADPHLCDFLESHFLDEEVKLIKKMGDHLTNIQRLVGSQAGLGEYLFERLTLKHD
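10 uM apoferritin + 50% sat. 1-AMA, PBS; cpd 10 min RT; Ex380/Em535 endpoint; normalized to free probe vs complex; 4-param Hill fit; propofol titration as pos. ctrl.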
APEX1 inh – blocks human APE1 abasic DNA cleavage; P27695; recombinant APE1, TAMRA/BHQ-2 abasic DNA cleavage fluorescence; hit rate 0.35% among 350,000; AID 2517; Potency, µM (top dose mostly 65.8 µM), for the others: at the highest dose activity change, negative = inhibition, actives largely listed as inhibitors;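 note: potency is the fitted concentration of half-maximal effect; plate controls were vehicle for no effect and reference inhibitor for full effect; nearly all actives have a fitted effect of over 55% in size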
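Substrate: short duplex with […] THF abasic site, 5'-TAMRA and 3'-BHQ-2, 50 nM final. APE1 at 0.75 nM, preincubated 15 min RT with compound. Fluorescence increase from first to third read measured activity.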
12-LOX inh – blocks human arachidonate 12S-lipoxygenase | P18054 | purified 12hLO, xylenol orange hydroperoxide absorbance | Potency, µM (doses to about 108 µM), for inactives: top-dose activity change, negative = inhibition, most hits filed as inhibitors | hit rate 1.1% among 580,000; note: potency is the fitted concentration of half-maximal effect; % is set by controls: 0 for no effect and ±100 for the full control effect
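Purified human 12hLO at 150 nM in 25 mM Hepes, 0.01% Triton X-100, pH 7.0, preincubated 15 min at room temperature with compound. Reaction started with 40 uM arachidonic acid, 30 min at room temperature. Hydroperoxide measured by Fe-xylenol orange, 573/405 nm absorbance ratio.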
ERG-DNA inh – ERG Ets/DNA interaction inhibition | fluorescence polarization, His-ERG Ets domain / labelled DNA | Potency, µM (titrated, usually from 76.9 µM), inactives show at the highest dose FP activity, negative = inhibition, hits mostly inhibitors | P11308 | AID 624246 | hit rate 0.028% among 370,000; active = well fitted inhibition curve with a large enough effect in the polarisation, with a control signal flat; inconclusive = small, poorly fitted or top-dose-only effect, or effect the other way, or a change in a side signal; inactive = no such curve, though single readings can be large or run the other way; the % refers to the polarisation;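 note: polarization taken with two DNA probes labelled with fluorescein and Texas red; potency is the fitted concentration of half-maximal effect; % of control where 0% means no effect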
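His-tagged ERG Ets domain (1 uM in the protein solution; 300mM KCl, 50mM Tris-HCl, 1mM EDTA, 1mM DTT, pH 7.5) received compound, then a probe mix of 5 nM fluorescein-DNA and 100nM Texas-615-DNA. Fluorescence polarization was read for both dyes.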
POLB inh – DNA polymerase beta (human) inhibition | Potency, µM (titrated, usually from 114 µM), for the others: at the highest dose activity change, negative = inhibition, most hits filed as inhibitors | Pol beta primer extension/strand displacement, fluorescence kinetic | P06746 | AID 485314 | hit rate 1.3% among 340,000; note: potency is the fitted concentration of half-maximal effect; % is set by controls: 0 for no effect and ±100 for the full control effect
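Values derive from four-parameter Hill fits of normalized kinetic data: reads at 0 and 10 min following addition of 50 nM substrate to 10 nM Pol beta preincubated 15 min with compound.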
BLM inh – inhibitors of human Bloom syndrome helicase BLM. P54132. recombinant BLM DNA unwinding, fluorescence dequenching. Potency, µM (doses to about 56.1 µM), for the others: at the top dose activity change, negative = inhibition, most hits filed as inhibitors. hit rate 0.2% among 350,000. AID 2528;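 note: potency is the fitted concentration of half-maximal effect; plate controls were vehicle for no effect and no enzyme for full effect; nearly all actives have a fitted effect of over 35% in size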
* marks the source's active call; other numbers are inactive results; ? = inconclusive; . = not tested or not shown; & = joins results of further samples; [ ] = remark or other dose. Unless noted, calls come from the whole dose curve; as a rule, active = well fitted curve in the direction sought with a large enough effect; inconclusive = small, poorly fitted or top-dose-only effect, or another doubt; inactive = no such curve, though single readings can be large; an effect the other way counts as inactive or inconclusive.

| cpd | molecule | POLK inh | Pol iota inh | TRHR agonist | Apoferritin bind | APEX1 inh | 12-LOX inh | ERG-DNA inh | POLB inh | BLM inh |
| --- | --- | --- | --- | --- | --- | --- | --- | --- | --- | --- |
| 1 | O=C(COC(=O)CNC(=O)c1ccccc1)Nc1cccc(Br)c1 | -13% | 15% | 0.0 | 5% | -2% | -11% | -3% | 0%[57.1 µM] | -1% |
| 2 | CCC1(CC)NC(=O)N(CC(=O)OCC(=O)Nc2ccc(F)c(F)c2F)C1=O | 2% | 104%[activator] | 0.9 | -14% | ? | -3% | 3% | 2% | -1% |
| 3 | Nc1nc(CC(=O)CSc2ccc(Cl)cc2)nc(Nc2ccc(F)cc2)n1 | . | . | 1.3 | 5% | 16% | -11% | . | 35% | -9% |
| 4 | COc1ccc(C(=O)N2CC(=O)Nc3ccc(C)cc3C2c2ccccc2)c(OC)c1 (stereo not drawn) | 5% | 16% | 0.5 | -7% | . | ? | -8% | 17% | 0% |
| 5 | CC1(C)NC(=O)N(CCCCOc2ccccc2[N+](=O)[O-])C1=O | . | . | -0.9 | -24% | 4% | . | . | 3% | -2% |
| 6 | CCCCCCC1CC(CSC(=N)N)OC1=O (stereo not drawn) | -10% | 6% | 0.1 | ? | 11% | -13% | 1% | 3% | 0% |
| 7 | Cc1ccc(-n2c(SCC(=O)Nc3cccc(Cl)c3)nc3n[nH]c(C)c3c2=N)cc1 | -12%[60.1 µM] | -6% | -0.2 | -12% | . | -9% | 1% | 7% | -1% |
| 8 | O=C(Cn1cc([N+](=O)[O-])cn1)Nc1ccc(Cn2cc(Br)cn2)cc1 | -9% | -6% | 0.8 | 6% | 3% | -15% | 12% | 6% | 2% |
| 9 | CC(=O)N1CCN(C(=O)COc2ccc(N(C)S(=O)(=O)c3cccs3)cc2)CC1 | 12% | 9% | 0.4 | -4% | 9% | 4%&-5% | 8% | 2% | 2% |
| 10 | Fc1ccc(CNc2nc3ccccc3n3cnnc23)cc1 | -5% | 34%[activator] | 0.4 | -8% | -2% | ? | 7% | 1% | -8% |
| 11 | COC(=O)/C=c1/s/c(=C(/C#N)C(=O)N2CCOCC2)n(-c2ccccc2)c1=O | -12% | -2% | 0.2 | -8% | 0% | 235%[activator][57.4 µM] | 2% | 12% | -3% |
| 12 | Cc1ccc(S(=O)(=O)N2CCN(C(=O)COC(=O)CCCOc3ccccc3)CC2)c(C)c1 | -6% | ? | 0.7 | . | 5% | 28% | 5% | . | . |
| 13 | CC1CCc2c(C(=O)OCC(=O)Nc3cccc(S(=O)(=O)N4CCCCCC4)c3)csc2C1 (stereo not drawn) | -18% | 20% | -0.7 | 7% | -5% | -13% | 5% | 25% | -7% |
| 14 | COc1ccc(C2C(C#N)=C(N)N(c3sc4c(c3C#N)CCCC4)C3=C2C(=O)CC(C)(C)C3)cc1OC (stereo not drawn) | -15% | -9% | 1.4 | ? | 0% | -19% | -6% | 1% | -16% |
| 15 | COc1cc(NC(=O)CSc2cc(=O)n(C)c3ccccc23)cc(OC)c1OC | -16% | -4% | -0.3 | 0% | . | -20% | 9% | 1% | -1% |
| 16 | Nc1c2c(nc3sc4c(c13)CCCCC4)CCCCC2 | -5% | 0% | 0.9 | -10% | -2% | -23% | -8% | 0% | -18% |
| 17 | COC(=O)c1ccc(COc2ccccc2/C=N/O)o1 | -3% | -7% | -0.5 | -3% | 0% | 90%[activator] | 0% | 15% | -2% |
| 18 | Cc1ccoc1C(=O)N1CCCC(CO)(Cc2ccc(F)cc2)C1 (stereo not drawn) | -3% | 20% | -0.7 | -16% | 14% | -1% | 4% | 11% | -2% |
| 19 | C/C=C/C=N/Nc1nc(-c2ccc([N+](=O)[O-])cc2)cs1 | 0% | 3% | 0.0 | -4% | 3% | -18% | 5% | -2% | 2% |
| 20 | O=C(NCc1nnc2c(C(F)(F)F)cc(Cl)cn12)c1ccc(Br)o1 | -8% | 26% | 0.2 | -12% | 3% | -1% | -2% | 21% | -1% |
| 21 | COc1ccc(/C=N/NC(=O)c2c([N+](=O)[O-])c(C)nn2C)cc1 | -12% | 5% | 0.1 | -5% | 1% | -11% | . | 7% | -1% |
| 22 | C=CCNc1nc(C(=O)OCC(=O)Nc2cc(S(C)(=O)=O)ccc2Cl)cs1 | 4% | 24% | 0.6 | . | -5% | 5% | 32%[activator] | . | . |
| 23 | COc1cccc(Nc2nc3ccc(OC)cc3s2)c1 | -9% | 49%[activator] | -0.2 | ? | ? | -12% | 6% | -6% | -14% |
| 24 | Cc1cc(NC(=O)c2cc(C(C)(C)C)oc2C)no1 | -19% | ? | 0.0 | -5% | -4% | ? | 3% | 9% | -8% |
| 25 | COc1ccc2c(CC(=O)Nc3nnc(C4CC4)s3)coc2c1 | -7% | 12% | 0.0 | -3% | -7% | -5% | 1% | -14% | -2% |
| 26 | O=C(N/N=C/c1ccco1)c1ccccn1 | 7%[60.1 µM] | 19% | 0.0 | -7% | 13% | 3% | . | 16% | -1% |
| 27 | O=C(NCc1cccc(Cl)c1)C1CCN(S(=O)(=O)c2ccc(F)cc2)CC1 | 5% | -5% | 0.3 | 3% | 58%[activator] | -21% | 2% | -4% | -1% |
| 28 | CCC(=O)NC(=S)Nc1ccccc1C(=O)NC1CCCCC1 | 2% | 4% | -0.1 | -4% | 6% | -9% | 6% | 4% | -4% |
| 29 | Cc1cccc(Cn2cc(S(=O)(=O)c3cccc(Cl)c3)c(=O)c3cc(F)c(N4CCOCC4)cc32)c1 | 1% | 16% | 0.5 | -10% | . | ? | -1% | 3% | -3% |
| 30 | CCN(CC)S(=O)(=O)c1ccc(NC(=O)c2ccc(NS(C)(=O)=O)cc2)cc1 | -5% | -2% | 1.3 | 9% | -4% | -28% | 1% | -16% | -4% |
| 31 | COc1cc(NC(=O)CN(c2ccc(C)cc2)S(=O)(=O)c2c(C)noc2C)cc(OC)c1 | -1% | 0% | 0.8 | -5% | 50%[activator] | -7% | -1% | -7% | -13% |
| 32 | CNC(=O)c1ccc2c(c1)nnn2C | 9% | -1% | 1.0 | 1% | 1% | -6% | -7% | 33% | 0% |
| 33 | CC(C)Cn1c(=O)c2ccccc2n2c(CCC(=O)Nc3ccc(F)c(F)c3)nnc12 | 3% | 24% | 0.2 | 1% | . | -6% | 3% | 12% | -4% |
| 34 | Cc1ccc(C(=O)/C=C2/NC(=O)CS2)cc1 | -12% | 13% | -0.3 | -9% | -1% | 0% | 34%[activator] | 17% | 5% |
| 35 | COc1ccc(-c2cn3c(n2)sc2cc(C(=O)NCCCN4CCCCCC4)ccc23)cc1 | -35% | 17% | -0.4 | -6% | . | ? | -7% | 0% | 1% |
| 36 | CCCS(=O)(=O)n1nc(-c2ccc(OC)cc2)cc1N | -6% | -15% | 0.0 | -9% | 0% | ? | 9% | 18% | 0% |
| 37 | Cc1ccc2[nH]c(CN3CCN(C)C(CCO)C3)c(C)c2c1 (stereo not drawn) | 6% | 21% | 0.6 | 3% | 34% | 0% | -17% | 22% | 0% |
| 38 | COc1ccc(C(=O)NC2CC3CCCC(C2)N3Cc2ccccc2)c(OC)c1 (stereo not drawn) | 0% | 22% | 0.0 | -6% | 1% | -6% | -8% | 19% | 5% |
| 39 | O=C(Nc1ccc(O)c2c(=O)cc(-c3ccccc3Cl)oc12)c1cccc(Cl)c1 | -15%&-9% | 10% | 0.1 | -12%&-5% | 13%&0% | ? | 19% | -3% | 5%&-4% |
| 40 | O=C(Cc1cccc2ccccc12)N/N=C/c1ccc(O)c([N+](=O)[O-])c1 | -7% | 45%[activator] | 0.2 | -11% | -3% | -11% | -2% | ? | -5% |
| 41 | COC(=O)c1sc(S(=O)(=O)N2CCCCC2C)c(C(=O)OC)c1C (stereo not drawn) | -14% | 2% | -1.4 | . | -20% | 29% | -10% | . | . |
| 42 | CN(C)c1ccc(NC2=C([N+](=O)[O-])CS(=O)(=O)C2)cc1 | -11% | ? | 0.2 | -23% | -8% | -6% | . | -12% | -7% |
| 43 | COc1ccc(N(CC(=O)O)S(=O)(=O)c2ccc(OC)c(OC)c2)cc1 | 2% | 12% | -0.5 | -5% | -3% | -19% | 16% | 2% | 1% |
| 44 | CN(C(=O)Cn1nnc(-c2ccc(F)cc2)n1)C1CCS(=O)(=O)C1 (stereo not drawn) | 0% | 8% | 0.5 | . | 3% | 221%[activator] | -1% | . | . |

Arranged by length of the SMILES (largest number first): part of the list above
| cpd | molecule | POLK inh | Pol iota inh | TRHR agonist | Apoferritin bind | APEX1 inh | 12-LOX inh | ERG-DNA inh | POLB inh | BLM inh |
| --- | --- | --- | --- | --- | --- | --- | --- | --- | --- | --- |
| 38 | COc1ccc(C(=O)NC2CC3CCCC(C2)N3Cc2ccccc2)c(OC)c1 (stereo not drawn) | 0% | 22% | 0.0 | -6% | 1% | -6% | -8% | 19% | 5% |
| 25 | COc1ccc2c(CC(=O)Nc3nnc(C4CC4)s3)coc2c1 | -7% | 12% | 0.0 | -3% | -7% | -5% | 1% | -14% | -2% |
| 16 | Nc1c2c(nc3sc4c(c13)CCCCC4)CCCCC2 | -5% | 0% | 0.9 | -10% | -2% | -23% | -8% | 0% | -18% |

In the list so far, three contain an aryl thioether with sulfur outside any ring:
| cpd | molecule | POLK inh | Pol iota inh | TRHR agonist | Apoferritin bind | APEX1 inh | 12-LOX inh | ERG-DNA inh | POLB inh | BLM inh |
| --- | --- | --- | --- | --- | --- | --- | --- | --- | --- | --- |
| 3 | Nc1nc(CC(=O)CSc2ccc(Cl)cc2)nc(Nc2ccc(F)cc2)n1 | . | . | 1.3 | 5% | 16% | -11% | . | 35% | -9% |
| 7 | Cc1ccc(-n2c(SCC(=O)Nc3cccc(Cl)c3)nc3n[nH]c(C)c3c2=N)cc1 | -12%[60.1 µM] | -6% | -0.2 | -12% | . | -9% | 1% | 7% | -1% |
| 15 | COc1cc(NC(=O)CSc2cc(=O)n(C)c3ccccc23)cc(OC)c1OC | -16% | -4% | -0.3 | 0% | . | -20% | 9% | 1% | -1% |

An excerpt. The share of hits here may be higher or lower than overall.
